High-throughput results as filed in PubChem BioAssay.
IDH1 R132H inh: inhibitors of human mutant IDH1 R132H. O75874. IDH1-R132H enzyme, NADPH consumption, diaphorase/resazurin fluorescence. Potency, µM (titrated, usually from 76.6 µM), without a hit: at the highest dose activity change, negative = inhibition, hits mostly inhibitors. 390,000 tested, 0.093% active. AID 602179; further: potency means the concentration at half of the fitted maximal effect; on the % scale 0 is the no-effect control and ±100 the full control effect; nearly all actives have a fitted effect of over 65% in size
Target sequence (O75874 whole entry R132H, stated change not applied): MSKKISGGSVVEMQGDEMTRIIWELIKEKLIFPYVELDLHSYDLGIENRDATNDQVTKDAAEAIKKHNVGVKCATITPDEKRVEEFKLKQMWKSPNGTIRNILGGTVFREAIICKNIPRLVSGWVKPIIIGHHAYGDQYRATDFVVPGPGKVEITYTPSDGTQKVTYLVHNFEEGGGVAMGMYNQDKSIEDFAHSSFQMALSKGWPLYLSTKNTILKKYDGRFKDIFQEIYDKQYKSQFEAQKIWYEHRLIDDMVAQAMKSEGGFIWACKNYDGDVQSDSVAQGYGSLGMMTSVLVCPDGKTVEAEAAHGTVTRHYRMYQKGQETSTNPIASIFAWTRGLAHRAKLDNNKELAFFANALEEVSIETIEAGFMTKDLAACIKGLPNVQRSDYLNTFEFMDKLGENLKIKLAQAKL
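IDH1-R132H (0.5 ug/mL dispensed) in pH 7.5 Tris buffer was preincubated 30 min with compound, then given a substrate mix of 0.016 mM NADPH and 2 mM alpha-KG for 80 min at room temperature; remaining NADPH was read by diaphorase/resazurin fluorescence.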
TrxR1 substrate: is turned over as a substrate by rat TrxR1 | O89049 | purified TrxR1 substrate turnover, NADPH consumption readout | Potency, µM (titrated, usually from 114 µM), for the others: at the highest dose activity change, negative = substrate turnover | 390,000 tested, 0.01% active | AID 588456; further: potency means the concentration at half of the fitted maximal effect; on the % scale 0 is the no-effect control and ±100 the full control effect; nearly all actives have a fitted effect of over 50% in size
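Rat TrxR1, dispensed at 90 nM, was prereduced with 400 uM NADPH (final) for 5 min at ~22 deg C, then incubated with compound 15 min before 400 uM selenite. A first-read NADPH fluorescence drop versus no-compound background flagged substrates.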
D2 antagonist: antagonists of human D2 dopamine receptor; 340,000 tested, 2% active; inhibition, % at 10 µM; P14416; AID 485344; HEK293 TREx D2 cells, calcium flux, dopamine EC80; in the data active means inhibition above about 30%; further: 0% is about no effect
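Compounds are added to dye-loaded, induced HEK293 T-REx cells coupled to calcium release via D2; after a 3 min kinetic read an EC80 dopamine stimulus is given and fluorescence is recorded for 3 more min.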
D2 ag: agonists of human D2 dopamine receptor; P14416; HEK293 T-REx D2 cells, calcium flux agonist mode; activation, % at 2 µM; 340,000 tested, 0.53% active;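 active means activation over 3 SD above normal in the single-dose calcium agonist read, cut at about 30% in these data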; further: 0% is about no effect
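In this primary screen, compounds producing a positive calcium signal within 180 s of addition to tetracycline-induced, force-coupled HEK293 Trex D2 cells are flagged; cells are dye-loaded with a no-wash calcium kit beforehand.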
TrxR1 inh: inhibitors of rat thioredoxin reductase 1. Potency, µM (series often up to 114 µM), inactives show at the top dose activity change, negative = inhibition, hits mostly inhibitors. O89049. 390,000 tested, 1% active. recombinant rTrxR1, NADPH fluorescence consumption, selenite substrate; further: potency means the concentration at half of the fitted maximal effect; on the % scale 0 is the no-effect control and ±100 the full control effect; nearly all actives have a fitted effect of over 65% in size
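Rat TrxR1 (90 nM in the dispensed reagent) was pre-reduced with 400 uM NADPH for 5 min at room temperature, then incubated with compound for 15 min. After 400 uM selenite was added, NADPH fluorescence (Ex 340/Em 450 nm) was followed for 8 min.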
TRHR enhancer: allosteric enhancers of human TRH receptor; P34981; TRHR cells, fluo-8 calcium fluorescence, EC20 TRH enhancement; enhancement, % at 2 µM; 360,000 tested, 0.66% active; AID 493056; in the data active means enhancement above about 30%; further: 0% is about no effect
Target sequence (P34981 whole entry, looked up): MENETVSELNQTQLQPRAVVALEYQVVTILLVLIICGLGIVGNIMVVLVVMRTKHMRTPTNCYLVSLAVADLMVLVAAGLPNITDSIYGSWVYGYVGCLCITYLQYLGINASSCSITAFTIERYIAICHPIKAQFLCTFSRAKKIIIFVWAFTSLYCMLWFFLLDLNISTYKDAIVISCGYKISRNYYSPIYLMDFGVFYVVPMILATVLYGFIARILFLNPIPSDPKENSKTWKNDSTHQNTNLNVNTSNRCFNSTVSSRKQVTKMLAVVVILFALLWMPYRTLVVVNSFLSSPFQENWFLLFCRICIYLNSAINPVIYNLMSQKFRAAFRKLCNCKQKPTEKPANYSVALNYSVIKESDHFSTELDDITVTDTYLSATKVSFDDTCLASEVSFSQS
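Enhancer read-out: after compound pinning and an initial kinetic agonist-mode read, an EC20 of TRH (10 nM final) was injected and fluo-8 calcium signal (Ex 480/Em 530) followed at 1 s/cycle for 100 cycles in TRHR-expressing cells.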
USP1 inh: USP1/UAF1 (human) deubiquitinase inhibition; O94782; AID 743255; recombinant USP1/UAF1, Ub-Rhodamine cleavage fluorescence; 390,000 tested, 0.23% active; Potency, µM (titrated, usually from 57.1 µM), for the others: at the top dose activity change, negative = inhibition, usual class: inhibitors; further: potency means the concentration at half of the fitted maximal effect; on the % scale 0 is the no-effect control and ±100 the full control effect; nearly all actives have a fitted effect of over 60% in size; inactives centre near -12
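1 nM enzyme complex + cpd, 15 min RT; start with Ub-Rho 150nM final; kinetic fluorescence ex 480/em 540, 6 reads q60 s. Buffer 50mM HEPES pH 7.8, 0.5mM EDTA, 0.1 mg/ml BSA, 1mM TCEP, 0.01% Tween-20.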
Pin1 inhibitor: inhibitors of human Pin1. Pin1 FP peptide displacement, HiFluor488, 10 min. Potency, µM (highest dose often 115 µM), without a hit: top-dose activity, negative = inhibition, most hits filed as inhibitors. 390,000 tested, 0.009% active. AID 504891; active means well fitted inhibition curve with a large enough effect in the polarisation, with a control signal flat, not every such curve was filed as active; inconclusive means small, poorly fitted or top-dose-only effect, or effect the other way, or a change in a side signal; inactive means no such curve, though single readings can be large or run the other way; the % refers to the polarisation; further: potency means the concentration at half of the fitted maximal effect; on the % scale 0 is the no-effect control and ±100 the full control effect
Target sequence (Q13526 whole entry, looked up): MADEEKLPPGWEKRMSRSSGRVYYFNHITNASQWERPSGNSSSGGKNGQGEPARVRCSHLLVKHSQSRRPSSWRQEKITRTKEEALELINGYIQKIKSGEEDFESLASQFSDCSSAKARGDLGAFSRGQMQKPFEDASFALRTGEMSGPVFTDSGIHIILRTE
TRHR agonist: TRH receptor (human) agonism; TRHR cells, calcium flux fluo-8, FDSS agonist mode; activation, % at 2 µM; 360,000 tested, 0.18% active; AID 493084; in the data active means activation above about 30%; further: 0% is about no effect
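TRHR-expressing cells, plated overnight in medium with 10% serum, were loaded with fluo-8 calcium dye at room temperature. After a 10 s baseline, library compound was pin-added and calcium release was recorded kinetically (ex 480/em 530) as agonist response.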
Active calls of the source: *; ? = inconclusive; / = no result given; & = joins results of further samples; [ ] = another dose, or the depositor's remark. Unless noted, the call rests on the fitted dose curve; in most records, active means well fitted inhibition curve with a large enough effect; inconclusive means small, poorly fitted or top-dose-only effect; inactive means no such curve, though single readings can be large or run the other way. A portion of the library; count on the stated rates, not on these rows.

The opening two entries, to show the layout:
SMILES	IDH1 R132H inh	TrxR1 substrate	D2 antagonist	D2 ag	TrxR1 inh	TRHR enhancer	USP1 inh	Pin1 inhibitor	TRHR agonist
CC(C)Oc1ccc(C(CC(=O)N2CCOCC2)C(C)C)cc1 (stereo unspecified)	9%	4%	5	0.5	27%	-4	-14%	-2%	-0.5
COc1cc(NC(=O)c2c(C)oc3ncnc(N4CCCCC4)c23)cc(OC)c1	-12%	-3%	/	-0.1	-5%	-3	-22%	-8%	-1.9

The listing, repeating the preview:
SMILES	IDH1 R132H inh	TrxR1 substrate	D2 antagonist	D2 ag	TrxR1 inh	TRHR enhancer	USP1 inh	Pin1 inhibitor	TRHR agonist
CC(C)Oc1ccc(C(CC(=O)N2CCOCC2)C(C)C)cc1 (stereo unspecified)	9%	4%	5	0.5	27%	-4	-14%	-2%	-0.5
COc1cc(NC(=O)c2c(C)oc3ncnc(N4CCCCC4)c23)cc(OC)c1	-12%	-3%	/	-0.1	-5%	-3	-22%	-8%	-1.9
Cc1ccc(C)c(N2CCN(C(=O)C3CCCN(S(=O)(=O)c4c(C)[nH]c(=O)[nH]c4=O)C3)CC2)c1 (stereo unspecified)	0%	8%[57.1 µM]	9	0.0	1%[57.1 µM]	9	-19%	-5%	0.1
Cc1ccccc1NC(=O)CCNC(=O)Cn1ccc2ccccc2c1=O	10%	8%[2.29 µM]	/	0.8	1%	0	?	-6%	0.1
CCOC(=O)c1[nH]ncc1CN1CCCC(C(=O)c2ccc(SC)cc2)C1 (stereo unspecified)	-2%	-4%[57.1 µM]	-13	0.4	2%[57.1 µM]	22	-13%	-4%	-0.1
S=c1[nH]nc(Cc2cccc3ccccc23)o1	5%	1%	13	-0.6	0%	-2	2%	-3%	-0.6
S=c1[nH]nc(C2CC2)n1Cc1ccccc1	6%	1%	-3	1.8	-12%	-3	-5%	10%	-0.6
COc1ccc(CN2Cc3cccc4c3[C@@H](CC2=O)[C@H](O)[C@H](O)C4)cc1	0%	3%&2%	-18	-0.5	10%&8%	28	-25%	1%	-0.2
COc1ccccc1OCC(=O)Nc1ccc(S(=O)(=O)Nc2nccs2)cc1	-2%	-3%	-2	-0.3	14%	16	10%	2%	0.5
CC(C)CCOc1ccc(C(=O)N2CCN(c3ncccn3)CC2)cc1	-9%	-8%	20	-0.5	-12%	4	-3%	1%	-0.2
Cc1cc(NC(=O)Cc2cccs2)nn1CC(=O)NCc1ccco1	2%	9%[57.1 µM]	-15	-0.6	-21%[57.1 µM]	5	2%	-2%	0.4
CCCc1[nH]nc2c1C(c1ccc(OC(=O)c3ccco3)cc1)C(C#N)=C(N)O2 (stereo unspecified)	-1%	10%	-15	-0.1	-9%	5	-8%	5%	-0.9
COc1ccc(Cl)cc1N1CCN(CCNC(=O)Nc2ccccc2C)CC1	7%	-4%	22	0.8	1%	-3	-21%	-4%	0.2
CCCCCCn1c(CN2CCN(C)CC2)nc2c1c(=O)n(C)c(=O)n2C	11%	5%[57.1 µM]	8	0.2	5%[57.1 µM]	-4	-19%	-2%	-1.0
CC(C)C[C@H](NC(=O)NC1CCCc2ccccc21)C(=O)O (stereo partly specified)	1%	-2%	-13	0.4	8%	0	2%	0%	0.9
CC(C)Cn1c2c(c(O)c(C(=O)Nc3nccs3)c1=O)CCCC2	1%	6%	-12	-0.7	-7%	11	-7%	49%[activator]	0.1
CC(OC(=O)Cn1cnc2c1c(=O)n(C)c(=O)n2C)C(=O)NCc1ccccc1 (stereo unspecified)	-9%	2%[57.1 µM]	-10	-0.2	-1%[57.1 µM]	0	1%	-11%	0.2
COc1ccc(CC(=O)NCCC2=CCCCC2)cc1	-4%	-7%	/	/	-2%	-3	5%	4%	-0.6
Cc1cccc(CCNC(=O)CN(C)S(=O)(=O)c2cnc[nH]2)c1	16%	-9%	-6	1.1	-4%	2	-7%	1%	1.5
CCOC(=O)c1c2c3c(cccc3n(C)c1=O)C(=O)c1ccccc1-2	2%	-11%	0	-0.4	-13%	4	-23%	-17%	-0.4
O=C(N/N=C/c1cccnc1)c1cc(-c2ccccc2Cl)nc2ccccc12	1%	-6%	3	1.3	0%	0	-14%	-1%	0.8
CCOC(=O)c1ccccc1NC(=O)CC1Nc2ccccc2NC1=O (stereo unspecified)	/	/	-10	0.9	/	-1	/	/	0.7
CC(C)c1nc2sc(C(=O)O)c(N)c2c2c1CCCC2	13%	-9%	-12	1.1	-33%	-6	-22%	-1%	0.1
O=C(Nc1ccnn1C1CCN(Cc2cccnc2)CC1)c1ccccc1Cl	2%	-6%	-7	0.0	-8%	11	-17%	-4%	-0.6
CC1CCCN(C(=O)COc2ccc(NC(=O)c3cccs3)cc2)C1 (stereo unspecified)	9%	-5%	12	-0.2	20%[57.1 µM]	2	-5%	-1%	-0.7

(list continues)
SMILES	IDH1 R132H inh	TrxR1 substrate	D2 antagonist	D2 ag	TrxR1 inh	TRHR enhancer	USP1 inh	Pin1 inhibitor	TRHR agonist
Cc1cc(C)cc(C(=O)N2CCN(c3ccccn3)CC2)c1	8%	4%	7	0.8	9%	4	-22%	0%	-0.1
O=C(CN1C(=O)NC2(CCCCCC2)C1=O)NCc1ccc(Cl)cc1	7%	-4%	/	/	1%	/	-10%	2%	/
COC(=O)N/N=C\C=C\c1ccc2c(c1)OCO2	3%	-2%	-19	-2.0	0%	6	8%	-5%	1.2
CN(Cc1ccccc1)C(=O)c1nn2cccnc2c1Cl	5%	-1%	-8	0.6	11%	4	-9%	-4%	-2.3
Cc1ccc(C)c(N2CCN(CCCNC(=O)Cn3ncc4c5ccccc5n(C)c4c3=O)CC2)c1	-6%	1%	/	-0.3	3%	-6	-11%	4%	-1.0
COc1ccc(Cl)cc1Nc1cc(C)nc2ccccc12	-3%	-1%	/	/	20%	/	-15%	-8%	/
CC(=O)NC(N(C#N)c1nc(Cl)nc(N(C)C)n1)C(Cl)(Cl)Cl (stereo unspecified)	1%	10%[57.1 µM]	-10	0.7	?	1	-2%	0%	-0.6
COc1cccc(/C=N/NC(=O)C[n+]2ccccc2)c1O	2%	-6%[11.4 µM]	-6	6.4	-13%[11.4 µM]	-1	-16%	3%	-0.4
N#CCCN(C(=O)CO/N=C/c1cccc([N+](=O)[O-])c1)c1ccccc1	-7%	-4%	-19	0.0	11%	2	-17%	3%	0.2
C=CCNCCCCOc1ccc(Br)cc1C	3%	-7%	9	1.5	-18%	8	-14%	-1%	2.1
CN(C(=O)c1ccccn1)C1(C(=O)NC2CCCCC2)CCCCC1	5%	1%	-4	0.1	-1%	-10	-16%	-1%	-0.5
CC(C)CCNC(=O)c1cc(-c2ccc(Br)s2)nc2ccccc12	1%	16%	/	0.7	4%	2	-14%	?	1.1
CCOc1ccc2c(c1)C(c1ccc(C)cc1)=NNC(c1ccc(OC)cc1)=N2	4%	12%[57.1 µM]	-9	-1.7	23%	-2	-1%	-2%	-0.7
COc1ccc2nc3sc(C(=O)NCCN4CCc5ccccc5C4)cc3cc2c1	8%	3%	53*	66*	5%	7	-20%	21%	0.9
O=C(Cn1ncc2c3ccccc3n(Cc3ccc(F)cc3)c2c1=O)N1CCN(c2ncccn2)CC1	9%	32%[activator][57.1 µM]	1	-1.1	56%[activator][57.1 µM]	-3	-11%	35%[activator]	-0.2
O=C(NCc1cccnc1)c1nn(-c2ccc(F)cc2)nc1CO	-3%	13%	/	-1.3	0%	4	-16%	3%	-2.5
Cc1ccccc1CN1CCc2c(OCC(=O)N3CCCc4ccccc43)cccc2C1=O	-9%	-16%	2	1.5	-8%	2	-10%	31%[activator]	0.3
Cn1nc(C(=O)NNC(=O)Cc2ccc(S(=O)(=O)N3CCOCC3)s2)c2ccccc2c1=O	1%	-9%	/	/	-13%	/	-22%	23%	/
COc1cccc(NC(=O)CCc2nnc3ccc(N4CCC(C)CC4)nn23)c1	0%	-3%	-19	-0.5	16%	17	-21%	-10%	-0.8
CCOC(=O)Cn1c(=O)oc2cc(S(=O)(=O)N3CCN(c4ccccc4OC)CC3)ccc21	-4%	7%	/	0.4	23%	-2	8%	16%	0.6
COc1ccc(C)cc1NC(=O)c1cc(S(=O)(=O)N2CCC(C)CC2)cn1C	-5%	1%[57.1 µM]	/	-1.7	9%[57.1 µM]	-1	-20%	-4%	-0.7
O=C(CN1CCCCCC1)Nc1ccc(Cl)cn1	0%	7%	2	-0.2	-28%	8	-18%	-5%	0.7
CC(=O)Nc1ccc(S(=O)(=O)NC2=NCN(C)CN2)cc1	2%	-9%	10	-2.5	-16%	4	-19%	-1%	0.0
CCCCn1c(NCc2ccncc2)nc2ccccc21	8%	7%	16	-0.5	24%	0	-23%	-6%	-0.9
COc1ccc(CN(C)C(C)C(=O)Nc2ccc([N+](=O)[O-])cc2Cl)cc1OC (stereo unspecified)	3%	-3%	-1	-0.4	-3%	-8	-23%	3%	-0.3
Cc1ccc(Oc2nc(-c3ccccc3)ncc2S(=O)(=O)c2ccc(C)cc2)cc1	-3%	4%[57.1 µM]	40*	-0.9	-5%[57.1 µM]	-6	3%	-2%	0.1
COCCCN(C(=O)c1cccnc1SC)c1c(N)n(Cc2ccccc2)c(=O)[nH]c1=O	9%	11%	3	0.2	28%	-2	-19%	1%	-0.4
Cc1c(-n2cc(C(=O)c3cc(F)ccc3O)cc(C#N)c2=O)c(=O)n(-c2ccccc2)n1C	7%	-5%[57.1 µM]	8	1.1	-10%[57.1 µM]	-3	-21%	?	22

Individual results from the entries so far.
TrxR1 substrate result of Cc1cc(NC(=O)Cc2cccs2)nn1CC(=O)NCc1ccco1 stands at 9%[57.1 µM]
TRHR agonist result of CCOC(=O)c1ccccc1NC(=O)CC1Nc2ccccc2NC1=O (stereo unspecified) stands at 0.7
Pin1 inhibitor result of COc1cc(NC(=O)c2c(C)oc3ncnc(N4CCCCC4)c23)cc(OC)c1 stands at -8%
D2 ag result of Cc1cc(C)cc(C(=O)N2CCN(c3ccccn3)CC2)c1 stands at 0.8
USP1 inh result of Cn1nc(C(=O)NNC(=O)Cc2ccc(S(=O)(=O)N3CCOCC3)s2)c2ccccc2c1=O stands at -22%
